Bioassay records (PubChem)
GAA glycogen: qHTS Assay for Inhibitors and Activators of Human alpha-Glucosidase Cleavage of Glycogen. recombinant GAA, glycogen substrate, Amplex Red glucose oxidase fluorescence. Potency, µM (series often up to 76.4 µM), without a hit: at the highest dose activity change, negative = inhibition, most hits filed as inhibitors. 300,000 compounds, 0.38% hits. AID 2100, 2009;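 note: 0% = full enzyme reaction and -100% = no-enzyme basal signal; the screen sought inhibitors and activators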
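qHTS, 1536-well; enzyme 4 nM final; cpd up to 77 uM; substrate bovine liver glycogen 30 ug; 50 mM citrate/phosphate pH 5.0, 0.01% Tween-20; 37 C, 40 min; Amplex Red detection 45 min RT; Hill fit → AC50.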
IMPase Li cell: qHTS Assay for Identifying the Cell-Membrane Permeable IMPase Inhibitors: Potentiation with Lithium | CHO-M1 cells, IP1 TR-FRET (IP-One), carbachol + lithium | Potency, µM (series often up to 59.4 µM), without a hit: at the top dose activity, negative = IMPase inhibition, hits mostly inhibitors | 210,000 compounds, 0.35% hits | AID 1457, 2008;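 note: IP1 builds up when IMPase is blocked and the TR-FRET signal falls; plate controls were basal vehicle for no effect and high inhibitor control for full effect; nearly all actives have a fitted effect of over 50% in size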
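Lithium-sensitised IP1 accumulation assay; M1-expressing CHO cells treated 30 min at 37C with compound. Competitive antibody detection by time-resolved FRET followed a 10 min room-temperature lysis step.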
GAA inhib: qHTS Assay for Inhibitors of Human alpha-Glucosidase as a Potential Chaperone Treatment of Pompe Disease. purified human GAA, 4-MU-alpha-glucoside fluorescence. Lysosomal alpha-glucosidase (Homo sapiens), P10253. 200,000 compounds, 0.005% hits. Potency, µM (highest dose often 76.9 µM), inactives show at the highest dose activity change, negative = inhibition, actives largely listed as inhibitors;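 note: plate controls were uninhibited enzyme wells for no effect and no-enzyme background for full effect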
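Fluorescence at Ex 365/Em 440 nm from 4-methylumbelliferone reported enzyme activity after 20 min at room temperature. Reactions used 4 nM enzyme and 400 uM substrate at pH 5.0; curves fitted with the Hill equation.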
GAA spleen mod: qHTS Assay for Inhibitors and Activators of Human alpha-Glucosidase From Spleen Homogenate; 240,000 compounds, 0.006% hits; Potency, µM (top dose mostly 79.9 µM), for the others: at the top dose activity change, negative = inhibition, actives largely listed as inhibitors; Lysosomal alpha-glucosidase (Homo sapiens), P10253; human spleen homogenate, 4-MU-alpha-glucoside fluorescence; AID 2112, 2009;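 note: 0% = enzyme with vehicle and -100% = no enzyme basal signal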
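Human spleen homogenate (1 ug) with 4-methylumbelliferyl-alpha-D-glucopyranoside (1 mM final) in 50 mM citrate/phosphate pH 5.0, 0.01% Tween-20; 40 min at 37 C. Stopped at pH 10; 4-MU fluorescence Ex 365/Em 440 nm; AC50 by Hill fit.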
HTT ATP protect: qHTS Multiplex Assay to Identify Dual Action Probes in a Cell Model of Huntington: Cytoprotection (ATP); PC12 HTT-Q103 induced, cytoprotection, ATP luminescence, 40 h; Potency, µM (doses to about 56.4 µM), inactives show cytoprotection (ATP increase), most hits filed as activators; 230,000 compounds, 0.14% hits;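 note: % of control where 0% means no effect; nearly all actives have a fitted effect of over 45% in size; toxic huntingtin expression switched on by the ecdysone agonist tebufenozide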
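Cells were plated at 1500 per well in phenol red-free DMEM with 5% equine and 5% calf serum. Tebufenozide (100 nM final) and compounds were added, then ATPlite reagent, and luminescence was read.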
HttQ103 aggreg: qHTS Multiplex Assay to Identify Dual Action Probes in a Cell Model of Huntington: Aggregate Formation (GFP). PC12 HttQ103-GFP aggregates, Acumen cytometry, 40 h. Potency, µM (highest dose often 46.1 µM), without a hit: at the top dose activity change, negative = inhibition, usual class: inhibitors. 220,000 compounds, 1.1% hits; note: % is set by controls: 0 for no effect and ±100 for the full control effect; nearly all actives have a fitted effect of over 60% in size
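Read-out: GFP aggregate count by laser scanning cytometer (488 nm excitation, 500-530 nm emission, 1–25 µm objects >6 SD above background). Cells: PC12, inducible HTTex1-Q103-GFP, 100 nM tebufenozide; compounds titrated.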
GoLoco inh red: qHTS Assay for Inhibitors of RGS12 GoLoco Motif Activity (Red Fluorophore). Guanine nucleotide-binding protein G(i) subunit alpha-1 (Homo sapiens), P63096. Gai1:RGS12 GoLoco peptide FP, rhodamine, 10 min. Potency, µM (doses to about 61.6 µM), without a hit: at the highest dose activity, negative = inhibition, actives largely listed as inhibitors. 230,000 compounds, 0.44% hits. AID 880, 2007; active = well fitted inhibition curve with a large enough effect, not every such curve was filed as active; inactive = no such curve, though single readings can be large or run the other way; note: % is set by controls: 0 for no effect and ±100 for the full control effect; nearly all actives have a fitted effect of over 30% in size; many of its hits are not listed in these tables
Target sequence (P63096 whole entry, looked up): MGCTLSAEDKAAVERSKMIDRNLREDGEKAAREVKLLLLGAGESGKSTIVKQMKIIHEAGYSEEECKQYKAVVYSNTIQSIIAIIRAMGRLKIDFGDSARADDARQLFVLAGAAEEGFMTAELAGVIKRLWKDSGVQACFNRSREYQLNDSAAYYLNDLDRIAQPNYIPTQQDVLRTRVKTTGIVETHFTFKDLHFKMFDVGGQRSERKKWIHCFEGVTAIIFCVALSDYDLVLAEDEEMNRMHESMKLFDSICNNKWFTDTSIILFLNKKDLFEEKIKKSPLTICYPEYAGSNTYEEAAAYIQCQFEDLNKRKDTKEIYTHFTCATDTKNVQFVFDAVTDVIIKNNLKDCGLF
* = called active by the depositor; ? = inconclusive; / = no result given; & = joins results of further samples; [ ] = dose if it differs, or a comment. Unless noted, calls come from the whole dose curve; as a rule, active = well fitted curve in the direction sought with a large enough effect; inconclusive = small, poorly fitted or top-dose-only effect, or another doubt; inactive = no such curve, though single readings can be large; an effect the other way counts as inactive or inconclusive. Potency is the fitted concentration of half-maximal effect. The list is partial (hit frequency here may not be typical).

No. | smiles | GAA spleen mod | GoLoco inh red | GAA inhib | HTT ATP protect
1 | Cc1cccc(N(CC(=O)NC2CCCC2)C(=O)CS(=O)CC(=O)Nc2ccc3c(c2)OCO3)c1 (stereo not drawn) | -3% | 1% | -4% | 2%
2 | O=C(Nc1nc(-c2ccccc2)c(-c2ccccc2)s1)c1ccc(S(=O)(=O)N2CCCCC2)cc1 | 5% | -5% | 8% | 8%[10 µM]
3 | COc1ccc(-c2cc(C3CCN(c4cc(Cl)nc(N)n4)CC3)[nH]n2)cc1 | -9% | 4% | -5% | -96%[inhibitor]
4 | Cc1cc(C(=O)c2ccccc2)nc2ccccc12 | 6% | 4% | 6% | -8%
5 | CC(C)(C)Cc1nc2ccccc2n1CCc1ccccc1 | 0% | -6% | -10% | -12%
6 | Cc1cc(-c2cc(-c3ccccc3)on2)nc(NCC2CC2)n1 | -11% | 5% | / | -9%[10 µM]
7 | C/C(CC(C)(C)C1CCCCC1)=N\NC(N)=S | -1% | 8% | -7% | -97%[inhibitor]
8 | O=c1[nH]c2cc3c(cc2cc1CN(Cc1cccnc1)C(=S)NCc1ccco1)OCO3 | 8% | 3% | ? | -12%[10 µM]
9 | CCSc1nnc(NC(=O)C2CC(=O)N(Cc3ccc(C)cc3)C2)s1 (stereo not drawn) | / | 3% | -5% | 5%
10 | CN(C)/C(Cn1cncn1)=C1/N=C(c2c(F)cccc2F)OC1=O | -1% | 0% | / | 15%[10 µM]
11 | COc1ccc2c(c1)O[C@H](c1ccc3c(c1)OCO3)[C@@H](OC(=O)NCCc1ccc(OC)c(OC)c1)C2=O | -5% | 0% | / | 28%
12 | O=C(c1ccc(SCc2cccc(Br)c2)c([N+](=O)[O-])c1)N1CCN(c2ccccn2)CC1 | 0% | 9% | -6% | -5%
13 | N#CCCn1c(=O)c(-c2cc(F)cc(F)c2)nc2cnc(Nc3ccccc3)nc21 | -7% | 30%[activator] | / | 11%
14 | c1ccc(-n2c(SCC3CCCCO3)nnc2-c2cnccn2)cc1 (stereo not drawn) | 5% | 12% | 5% | -7%
15 | Cc1cc(S(=O)(=O)NCc2ccccc2)ccc1OCC(=O)Nc1cccc([N+](=O)[O-])c1 | 4% | -10% | 8% | /

No. | HttQ103 aggreg | GAA glycogen | IMPase Li cell
1 | 0% | 3% | 1%[38.3 µM]
2 | 7% | 1% | -10%
3 | 13µM* | -9% | 8%[38.3 µM]
4 | 8% | 1% | 22%[38.3 µM]
5 | -12% | 5% | 36%[activator][38.3 µM]
6 | 0%[9.22 µM] | 0% | /
7 | -18%[9.22 µM] | -15% | 29%[38.3 µM]
8 | -1%[9.22 µM] | -12% | 12%
9 | -15% | -10% | 20%
10 | 3%[9.22 µM] | -8% | -11%
11 | / | / | 2%
12 | -10% | 0% | -3%
13 | / | / | 13%
14 | -2% | 23% | -9%[38.3 µM]
15 | 2% | -9% | 17%

(cont.)
No. | smiles | GAA spleen mod | GoLoco inh red | GAA inhib | HTT ATP protect
16 | Cc1sc2ncnc(SCC#N)c2c1C | -3% | 73%[activator] | -8% | -15%[10 µM]
17 | Cc1ccccc1OC1C(=O)N(Cc2ccc3c(c2)OCO3)C1c1sccc1C (stereo not drawn) | -22% | 62%[activator] | -9% | -48%[inhibitor]
18 | Cc1ccc(C)c(OCC(=O)NCCNC(=O)COc2cc(C)ccc2C)c1 | 1% | -9% | -6% | 0%[10 µM]
19 | O=C1C(=O)N(CCN2CCOCC2)C(c2ccncc2)/C1=C(/O)c1ccc2c(c1)OCO2 (stereo not drawn) | -3% | -2% | -6% | -1%[10 µM]
20 | Cc1ccc(C)c(NC(=O)C2C3CCCC2C3c2ccccc2)c1 (stereo not drawn) | -2% | 0% | 14% | -25%
21 | Cc1ccc(CNc2ccc(Cl)cc2[N+](=O)[O-])cc1 | 1% | 9% | -2% | -5%
22 | Cc1cc(-c2n[nH]c(=S)n2/N=C/c2cc([N+](=O)[O-])ccc2Cl)n[nH]1 | 1% | 6% | -2% | 16%[10 µM]
23 | CCn1c(NCc2ccco2)nc2c1c(=O)n(C)c(=O)n2C | 5% | 5% | 1% | 0%[10 µM]
24 | O=C(O)C1CCCN1S(=O)(=O)c1ccccc1 (stereo not drawn) | 1% | 8% | -2% | 4%[10 µM]
25 | Cc1cc2ccccn2c1C(=O)Nc1cccc(Cl)c1 | -3% | 2% | -5% | -17%
26 | C#CCSc1nc(=O)c2cccnc2n1-c1ccc(C)cc1 | 9% | 1% | / | 11%[10 µM]
27 | Cc1cc(SCc2cc(=O)n3ccsc3n2)nc2ccccc12 | -3% | 0% | ? | -19%[10 µM]
28 | CCOC(=O)N1CCN(S(=O)(=O)c2cc(OCC)ccc2OCC)CC1 | 2% | -6% | -1% | 11%
29 | O=C(O)C1CCCN(CCC=C(c2ccccc2)c2ccccc2)C1 (stereo not drawn) | 0%&-17% | 8%&7% | / | -9%
30 | CCCS(=O)(=O)N1CCC(C(=O)NCC2CCCO2)CC1 (stereo not drawn) | -2% | -2% | -4% | 2%[10 µM]

No. | HttQ103 aggreg | GAA glycogen | IMPase Li cell
16 | -1% | 6% | ?
17 | ? | -3% | 25%[38.3 µM]
18 | ? | 3% | 3%
19 | 2% | -12% | -1%
20 | -1% | -1% | -7%[38.3 µM]
21 | 2% | -1% | 20%[38.3 µM]
22 | 11% | 7% | -1%
23 | 6% | -10% | 7%
24 | -17% | -4% | 2%
25 | -9% | -4% | 17%
26 | -2%[9.22 µM] | -5% | /
27 | 0% | -2% | 3%
28 | 0% | 2% | 11%[38.3 µM]
29 | / | / | 11%&33%
30 | -14% | 1% | -4%

Reprinted, nos. 29–30
No. | smiles | GAA spleen mod | GoLoco inh red | GAA inhib | HTT ATP protect
29 | O=C(O)C1CCCN(CCC=C(c2ccccc2)c2ccccc2)C1 (stereo not drawn) | 0%&-17% | 8%&7% | / | -9%
30 | CCCS(=O)(=O)N1CCC(C(=O)NCC2CCCO2)CC1 (stereo not drawn) | -2% | -2% | -4% | 2%[10 µM]

No. | HttQ103 aggreg | GAA glycogen | IMPase Li cell
29 | / | / | 11%&33%
30 | -14% | 1% | -4%

Part of the list above in order of SMILES length, descending:
No. | smiles | GAA spleen mod | GoLoco inh red | GAA inhib | HTT ATP protect
18 | Cc1ccc(C)c(OCC(=O)NCCNC(=O)COc2cc(C)ccc2C)c1 | 1% | -9% | -6% | 0%[10 µM]
9 | CCSc1nnc(NC(=O)C2CC(=O)N(Cc3ccc(C)cc3)C2)s1 (stereo not drawn) | / | 3% | -5% | 5%
20 | Cc1ccc(C)c(NC(=O)C2C3CCCC2C3c2ccccc2)c1 (stereo not drawn) | -2% | 0% | 14% | -25%
26 | C#CCSc1nc(=O)c2cccnc2n1-c1ccc(C)cc1 | 9% | 1% | / | 11%[10 µM]

No. | HttQ103 aggreg | GAA glycogen | IMPase Li cell
18 | ? | 3% | 3%
9 | -15% | -10% | 20%
20 | -1% | -1% | -7%[38.3 µM]
26 | -2%[9.22 µM] | -5% | /

Other records.
No. | smiles | GAA spleen mod | GoLoco inh red | GAA inhib | HTT ATP protect
31 | COCCN1CN=C(Nc2nc(C)c3ccc(C)cc3n2)NC1 | 6% | 10% | -2% | 6%
32 | CC(=O)CC(C)(C)Nc1nc2ccc([N+](=O)[O-])cc2o1 | -8% | -2% | / | 6%[10 µM]
33 | Nc1cc([N+](=O)[O-])ccc1N1C(=O)CCCC1=O | -4% | 7% | / | 5%[10 µM]
34 | CCCCCC1CC(CC/C(C)=N/NC(N)=O)C(=O)O1 (stereo not drawn) | 6% | -14% | / | 10%[10 µM]
35 | CCC(C)(C)NC(=O)/C=C/c1cc(OC)c(OC)c(S(=O)(=O)N2CCc3ccccc32)c1 | -6% | -9% | 4% | -60%[inhibitor]
36 | COCCNc1oc(-c2cccs2)nc1S(=O)(=O)c1ccc(C)cc1 | -1% | 23% | 1% | -4%
37 | COCc1cc(C)nc(Oc2ccccc2)c1C#N | 3% | 16% | -1% | -2%[10 µM]
38 | COc1cc(NC(=O)CS(=O)(=O)c2ccc(C)cc2)cc(OC)c1OC | -5% | 0% | -5% | -1%[0.074 µM]
39 | CC(C)(C)NS(=O)(=O)c1ccc(CCC(=O)Nc2ccc3c(c2)OCCO3)cc1 | 1% | 9% | -2% | 1%[10 µM]
40 | O=C(Nc1nc2c(Br)cc(Br)cc2c(=O)s1)C1CCC1 | -8% | 3% | / | -6%[10 µM]
41 | CN(NC1OC(=O)c2ccccc21)c1ccc(Cl)cc1[N+](=O)[O-] (stereo not drawn) | 3% | 9% | / | 5%[10 µM]
42 | O=C(Nc1ccc2c(c1)CCC2)c1cc(S(=O)(=O)N2CCN(c3ccccc3)CC2)ccc1Cl | 4% | 170%[activator] | -22% | 17%
43 | COc1ccccc1CNc1ncnc2c1nnn2Cc1ccccc1 | -3% | 4% | ? | -21%[10 µM]
44 | CN1C(=O)N(C)C2C1NC(=O)N2C (stereo not drawn) | -5% | 3% | ? | 6%
45 | CCS(=O)(=O)c1ccc2oc(SCC(=O)NCCC3=CCCCC3)nc2c1 | -2% | -5% | 0% | 8%[10 µM]
46 | CC1(C)CC(=O)CC(C2(O)C(=O)N(Cc3ccccc3)c3ccccc32)O1 (stereo not drawn) | -8% | 0% | ? | -8%[10 µM]
47 | Clc1cccc(Cl)c1CSc1nnc([C@@H]2CCCN2)o1 | 5% | 12% | / | 12%[10 µM]
48 | CC(=O)c1ccc([N+](=O)[O-])cc1 | 6% | 5% | / | -13%

No. | HttQ103 aggreg | GAA glycogen | IMPase Li cell
31 | 1% | 4% | 3%[38.3 µM]
32 | 10%[9.22 µM] | 5% | /
33 | 1%[9.22 µM] | 4% | /
34 | -6%[9.22 µM] | -4% | /
35 | 2% | -4% | -4%
36 | 12%[9.22 µM] | -13% | 11%
37 | -8%[9.22 µM] | 9% | 7%
38 | -1% | -4% | -2%[38.3 µM]
39 | -6% | 1% | 2%
40 | 10%[9.22 µM] | -3% | /
41 | -1%[9.22 µM] | 3% | /
42 | 6% | 3% | 23%[38.3 µM]
43 | ? | 0% | 2%[38.3 µM]
44 | -15% | 2% | -9%[38.3 µM]
45 | ? | 3% | 21%[38.3 µM]
46 | -7% | 10% | 15%
47 | 16%[9.22 µM] | -6% | /
48 | / | / | -4%
